# MsrA inhibitor: inhibits bovine methionine sulfoxide reductase A | purified bovine MsrA, absorbance read-out | inhibition, % at 15.5 µM | actives 0.75% (n = 360,000); in the data active = inhibition above about 4.5%;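 also: 0% = vehicle wells with enzyme and 100% = reference inhibitor wells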
# MsrA act: activators of bovine methionine sulfoxide reductase A; activation, % at 10.6 µM; actives 0.3% (n = 360,000); purified bovine MsrA, absorbance read-out; in the data active = activation above about 7.5%;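 also: 0% = vehicle and 100% = reference activator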
# Rin1-Abl PPI inh: inhibitors of human Rin1-Abl protein interaction | P00519+Q13671 | TR-FRET Rin1/Abl binding, biochemical | inhibition, % at 7.35 µM | actives 0.4% (n = 360,000) | AID 588664; in the data active = inhibition above about 5%, passing the limit was not always enough
# eLon inh: E. coli protease La inhibition | purified E. coli Lon protease, fluorescence polarization | inhibition, % at 7.94 µM | P0A9M0 | AID 602123 | actives 0.42% (n = 360,000); in the data active = inhibition above about 13%, passing the limit was not always enough;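 also: 0% = enzyme with probe and DMSO and 100% = no enzyme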
# Target sequence (P0A9M0 whole entry, looked up): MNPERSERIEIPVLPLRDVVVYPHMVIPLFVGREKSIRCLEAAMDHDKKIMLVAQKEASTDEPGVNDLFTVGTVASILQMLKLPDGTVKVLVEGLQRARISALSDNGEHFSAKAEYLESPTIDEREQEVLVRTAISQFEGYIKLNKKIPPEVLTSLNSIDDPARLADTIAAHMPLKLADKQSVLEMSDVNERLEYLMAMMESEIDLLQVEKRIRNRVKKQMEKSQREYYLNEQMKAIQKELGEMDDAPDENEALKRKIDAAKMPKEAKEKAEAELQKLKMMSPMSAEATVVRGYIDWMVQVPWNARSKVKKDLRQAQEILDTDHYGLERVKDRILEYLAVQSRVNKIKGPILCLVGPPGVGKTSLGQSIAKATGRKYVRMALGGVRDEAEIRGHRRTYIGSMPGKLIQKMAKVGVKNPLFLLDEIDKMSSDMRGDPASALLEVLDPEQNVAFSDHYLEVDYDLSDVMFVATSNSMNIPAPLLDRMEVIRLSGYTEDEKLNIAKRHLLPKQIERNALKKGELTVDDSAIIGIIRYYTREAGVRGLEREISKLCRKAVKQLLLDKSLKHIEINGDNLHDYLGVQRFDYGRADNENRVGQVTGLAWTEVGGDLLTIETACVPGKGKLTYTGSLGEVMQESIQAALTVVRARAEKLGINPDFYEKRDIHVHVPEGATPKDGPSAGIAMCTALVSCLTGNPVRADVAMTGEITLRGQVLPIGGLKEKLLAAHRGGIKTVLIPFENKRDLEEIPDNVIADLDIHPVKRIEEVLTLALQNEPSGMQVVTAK
# CSN inh: inhibitors of human CSN-mediated cullin deneddylation. actives 0.38% (n = 360,000). inhibition, % at 12.5 µM. Q92905. Purified CSN, SCF-Nedd8-OG deneddylation, fluorescence polarization;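 active = pattern-corrected inhibition above about 35%, with an unprinted fluorescence ratio check between 0.5 and 1.5, limit read from the data, passing the limit was not always enough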;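 also: 0% = enzyme with substrate and 100% = substrate without enzyme; some results filed as inactive read as strong as hits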
# Target sequence (Q92905 whole entry, looked up, one chain of several): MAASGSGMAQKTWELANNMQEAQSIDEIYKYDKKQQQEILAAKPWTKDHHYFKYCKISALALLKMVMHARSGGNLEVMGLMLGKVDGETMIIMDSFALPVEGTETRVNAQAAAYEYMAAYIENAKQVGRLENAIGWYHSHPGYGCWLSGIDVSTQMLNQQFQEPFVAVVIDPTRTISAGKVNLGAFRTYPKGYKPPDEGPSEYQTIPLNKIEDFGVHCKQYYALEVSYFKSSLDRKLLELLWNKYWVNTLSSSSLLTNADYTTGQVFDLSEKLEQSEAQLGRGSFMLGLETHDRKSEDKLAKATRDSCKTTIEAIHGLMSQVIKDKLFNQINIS
#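 assay system = purified human Csn5 enzyme expressed in HEK293T cells | amount = 0.24 nM enzyme | buffer or medium = Tris/NaCl/DTT buffer, pH 7.5 | reagent = 10 nM SCFSkp2-Nedd8OG | compound = one concentration, 12.5 µM, 0.25% DMSO | times = 90 min reaction at room temperature | signal = FP | read-out basis = % inhibition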
# FAS-TE inh: inhibitors of human fatty acid synthase thioesterase domain. P49327. recombinant FAS-TE, OMFH fluorogenic substrate, fluorescence endpoint. inhibition, % at 15 µM. actives 0.67% (n = 360,000);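 active = compounds whose normalised, plate-corrected inhibition of enzyme fluorescence in the single-dose primary screen is 50% or more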;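 also: 0% = DMSO with enzyme and 100% = substrate without enzyme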
# Rpn11 block: inhibitors of human proteasome Rpn11. human 26S proteasome, Ub4-pepOG fluorescence polarization; 20S core pre-blocked with epoxomicin. calls only at 20 µM. actives 0.59% (n = 360,000). AID 588493;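 active = inhibition at 20 µM, scaled to each plate's controls, above about 33%, limit read from the data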
# MT1-MMP act inh: blocks activation of human MT1-MMP; HT1080 RFP-PRO-GFP cells, GFP/RFP ratio fluorescence, overnight; percent of plate control window, DMSO zero; AID 651647; P50281; GFP/RFP ratio change, % at 20 µM; actives 0.061% (n = 360,000);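 active = GFP/RFP ratio change of at least 30% with cell ATP level not reduced by more than half and red fluorescence within 50% of control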; also: strong numbers were not always called active
#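 system = RFP-PRO-GFP reporter HT1080 cells | dosing = 20 µM single dose, 1% DMSO | timing = overnight cell settling, then overnight compound exposure, 37 °C, 5% CO2 | read-out basis = GFP/RFP fluorescence ratio | controls = DMSO and RFP-L50D-GFP cell wells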
# PABP1 MLLE inh: blocks PAM2 peptide binding to the PABP1 MLLE domain; P11940; GST-MLLE / FITC-PAM2 fluorescence polarization; inhibition, % at 20 µM; actives 0.36% (n = 360,000); in the data active = inhibition above about 35%, passing the limit was not always enough;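 also: plate controls were DMSO wells with GST-MLLE for no effect and wells lacking GST-MLLE protein for full effect; some results filed as inactive read as strong as hits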
# Active calls of the source: *; i = inactive; + = active, no number.
SMILES,MsrA inhibitor,MsrA act,Rin1-Abl PPI inh,eLon inh,CSN inh,FAS-TE inh,Rpn11 block,MT1-MMP act inh,PABP1 MLLE inh
O=C(COc1ccc(Cl)cc1)NNC(=S)NCc1ccccc1,0.7,0.4,2.1,8.1,1.4,-0.5,i,1.1,-55.6
O=C(NC1CCCCC1)C(c1ccc(O)cc1)N(C(=O)c1cnccn1)c1cccc(F)c1 (centres undefined),-2.0,-3.2,0.5,-2.9,4.5,-1.9,i,-1.3,-2.9
Cc1cc(C(=O)CN2C(=O)NC3(CCCCC3)C2=O)c(C)n1Cc1ccco1,-2.0,-4.9,-1.9,-0.6,4.1,-3.2,i,1.2,-13.3
COc1ccc(NC(=O)COC(=O)CCc2ccc(S(=O)(=O)N3CCOCC3)cc2)c(OC)c1,-0.5,-1.0,0.0,7.9,1.3,6.8,i,-1.1,-7.7
Cc1ccc(S(=O)(=O)NC(=O)COc2ccc(Cl)cc2Cl)cc1,0.0,-5.4,0.2,-0.8,5.6,-7.8,i,-0.8,-7.8
CC(C)CC(=O)OCc1cn(-c2ccccc2)nn1,1.6,4.7,-1.7,5.2,2.9,-2.5,i,3.5,10.3
O=c1cc(N2CCc3ccccc3C2)[nH]c(=O)n1Cc1ccc(F)cc1,-0.6,-2.1,1.3,-2.2,5.4,-6.3,+,-56.4,-15.7
CCCN(CC(=O)Nc1ccccc1C)C(=O)c1cccc(S(=O)(=O)N2CCN(c3ccccc3)CC2)c1,-0.4,-4.1,-1.3,-5.8,-0.6,18.6,i,5.7,0.1
CC1(c2ccc(OC(F)F)cc2)NC(=O)N(CC(=O)N2c3ccccc3NC(=O)C2(C)C)C1=O (centres undefined),-0.6,-1.1,-0.7,10.4,7.7,4.1,i,-1.9,-0.9
CCN1CCN(C(=O)CCc2ccc(S(=O)(=O)NCCc3ccccc3)cc2)CC1,-0.4,-2.8,1.0,-9.0,0.3,-5.8,i,-1.9,-11.1
Cc1ccc(OCC(=O)Nc2ccc(C(=O)Nc3ccccc3C(=O)O)cc2)cc1C,-0.2,-6.2,-2.0,-1.7,-3.5,8.1,i,2.0,0.9
CCN(CC(O)CON=C1c2ccccc2-c2ccccc21)S(=O)(=O)c1ccc(Cl)cc1 (centres undefined),1.6,-2.2,-4.5,-0.4,0.2,37.5,i,-4.8,0.7
CCOC(=O)c1ccc(S(=O)(=O)N2CCC(N3CCCCC3)CC2)cc1,0.3,-1.3,-3.7,4.3,1.2,-1.1,i,4.8,8.3
COC(=O)/C(=N\Nc1ccccc1)Sc1nnc(-c2ccc(OC)cc2)n1C,1.1,-3.2,0.4,10.8,1.8,-6.9,i,-2.4,-37.4
COc1ccc(NC(=O)N2CCCc3ccccc32)c(OC)c1,0.0,-9.5,3.5,5.9,1.3,-2.1,i,-1.5,-3.5
CC1(C(=O)NS(=O)(=O)c2ccc(C#N)cc2)CCN1C(=O)C1(c2ccccc2)CCCC1 (centres undefined),0.4,-0.1,-0.5,-8.5,-1.8,9.3,i,-12.1,15.0
O=S(=O)(c1ccccc1)N1CCN(S(=O)(=O)c2ccccc2)C1,-0.3,-4.2,0.6,-1.5,-2.8,-1.8,i,3.1,-14.3
NNc1nc(C(F)(F)F)nc2ccccc12,-0.6,-4.4,-1.0,2.8,-5.1,-4.9,i,-5.3,-7.1
CC(=O)/C(C(=N)N1CCN(c2cccc(Cl)c2)CC1)=C(\C)O,-1.8,0.3,-1.9,4.5,1.2,-4.7,i,0.7,10.0
COc1ccc(C2=CC(=O)C[C@H](c3ccc(F)cc3)C2)c(F)c1F,0.7,-1.2,-0.5,0.4,-5.4,29.8,i,3.6,2.8
O=C(COc1ccc(Br)cc1)NCc1cn2ccccc2n1,-1.2,-0.8,-1.3,-2.6,1.5,-2.2,i,3.7,-19.8
CN(C)S(=O)(=O)n1cnc2ccccc21,0.6,-2.7,-1.5,6.9,-2.9,7.0,i,-11.4,2.0
COc1ccc(NC(=O)COc2cccc3c2CCNC3=O)cc1,-0.1,0.9,3.4,-5.7,1.2,-4.4,i,0.7,3.1
Cc1cc(C(=O)N2CCc3c([nH]c4ccccc34)C2c2c(F)cccc2Cl)no1 (centres undefined),-1.2,-4.3,0.2,1.1,-11.9,11.8,i,-5.5,-8.9
COC(=O)c1cc(Br)ccc1NC(=O)Nc1ccc(C)cc1,1.9,-0.8,-0.1,3.8,0.9,2.6,i,-2.5,4.9
Cc1cccc(OCC(=O)Nc2ccc(C(=O)Nc3ccccc3C(=O)O)cc2)c1,0.3,-2.2,-1.1,-17.0,0.1,17.2,i,0.6,14.3
CCOc1ccc(OCC)c(NS(=O)(=O)c2cccc3nsnc23)c1,1.6,0.2,-0.9,-4.8,0.3,3.0,i,2.5,-5.1
CN(C(=O)c1ccc([N+](=O)[O-])cc1)c1ccccc1C(=O)NCc1ccccc1,2.6,-1.9,-2.0,0.3,0.4,37.0,i,-6.2,-22.4
CC1C(=O)CCCCCCCCCC2C1(N1CCOCC1)CS2(=O)=O (centres undefined),1.6,-1.8,2.2,1.4,-2.6,-2.4,i,-3.1,-1.6
NNC(=O)Cn1nc(Cc2ccccc2)n(N)c1=O,0.8,-0.1,1.2,5.6,-3.4,-6.6,i,-1.3,10.5
CC(C)CN1CCN(Cc2cnc(-c3ccc(Cl)cc3)nc2)CC1CCO (centres undefined),-0.2,-1.8,-1.7,-17.2,0.7,-1.3,i,2.0,9.4
Cc1ccc2c(c1)cc(CN(Cc1ccc3c(c1)OCO3)C(=O)c1ccccc1)c1nnnn12,0.7,0.2,-2.5,2.0,-2.6,28.1,i,4.2,-1.5
NC(=S)Nc1ccc(Cl)c(Cl)c1,1.3,-2.1,3.0,1.1,-3.2,-4.3,i,5.6,2.2
COc1cc(Cl)cc(C2NC(=O)NC(C)=C2C(=O)NCc2ccccc2)c1O (centres undefined),-0.2,-3.0,-3.8,2.2,3.1,-8.2,i,-6.6,2.9
O=c1[nH][nH]cc1C=Nc1ccc(Cl)cc1Cl,0.5,-3.3,-0.4,2.6,-1.6,-6.3,i,0.1,5.2
Cc1nc(-c2ccc(S(=O)(=O)N3CCN(CCc4ccccc4)CC3)s2)cs1,-1.0,-1.3,4.8,4.1,1.6,46.1,i,-0.9,7.5
COc1ccc(NC(=O)C2CC(=O)N(CCc3ccc(F)cc3)C2)c(OC)c1 (centres undefined),0.7,-2.9,-1.2,5.8,3.0,-5.8,i,-0.7,0.4
CC(Oc1ccccc1)C(=O)Nc1c2c(nn1-c1ccccc1)CS(=O)C2 (centres undefined),-1.0,-8.5,0.8,15.9,-1.5,-6.6,i,-2.3,-0.7
Nc1cc(S(=O)(=O)N2CCOCC2)ccc1N1CCCCC1,0.7,-1.9,0.9,-14.3,-0.1,-0.3,i,2.4,28.7
O=C(CCCc1c[nH]c2ccccc12)NCC1COc2ccccc2O1 (centres undefined),-0.9,-6.0,-3.8,2.4,0.3,1.8,i,1.0,15.9
CN(C)c1ccc(C=O)c(Oc2ccccc2)c1,2.5,-3.2,-1.2,0.2,-2.2,14.5,i,4.8,9.6
COCCN(C(=O)COC(=O)CCC(=O)c1ccc(Cl)cc1)c1c(N)n(Cc2ccccc2)c(=O)[nH]c1=O,-0.2,-4.1,1.5,-19.4,-0.5,-0.3,i,-3.8,-14.3
CN(C)c1ccc(N2C(=O)CC(c3ccccc3)CC2=O)cc1,-1.1,-0.9,-3.0,3.9,1.5,-4.0,i,0.3,3.8
CC1CCCN(C(=O)CCS(=O)(=O)Cc2ccccc2)C1 (centres undefined),0.4,-7.5,-2.4,-3.2,-2.5,0.6,i,-7.0,6.2
COC(=O)Nc1csc2c1NC(=O)CCCC2,0.7,-1.2,42.7*,2.2,-0.1,-5.9,i,6.0,4.7
Cc1ccc(S(=O)(=O)Nc2ccccc2F)cc1C(=O)NCc1ccco1,1.7,-2.5,2.3,-0.3,-0.8,-3.2,i,-3.3,5.2
CSc1ccc(CN2CCC2(C)C(=O)NCc2cccs2)cc1 (centres undefined),0.5,-3.2,-1.1,3.6,0.0,1.2,i,-0.9,6.2
O=C(NCCN1CCOCC1)c1ccccc1Cl,-0.5,16.9*,1.6,-9.5,-3.1,-5.0,i,2.4,13.6
COc1cccc(CNCCSc2nnnn2C)c1OC,-0.1,-1.2,2.5,-10.1,1.8,-3.4,i,0.8,8.7
O=S(=O)(NCc1ccccc1Br)c1cccs1,-0.6,-12.1,-1.6,-9.1,-1.0,-1.8,i,-1.7,-5.1
COCCn1c(SCC(=O)Nc2ccc(F)cc2F)nc2c([nH]c3ccccc32)c1=O,0.0,-7.7,3.7,0.7,2.5,-3.2,i,-3.5,-3.5
O=C(CC1CCCCC1)NCc1ccccc1Cl,-1.1,0.0,-3.2,4.1,-1.2,2.0,i,-2.8,-7.5
CCC(C)[C@H](NC(=O)NCc1cccc(OC)c1)C(=O)OC (some centres undefined),0.9,0.8,-2.5,-7.1,0.6,-4.4,i,1.8,-5.2
COc1ccc(NC(=O)CN2CCN(S(=O)(=O)c3ccc(Br)cc3)CC2)c(OC)c1,0.0,-3.1,4.1,-3.3,2.6,11.5,i,-1.7,15.2
CCCOc1cccc(C(=O)Nc2nnn(CCC)n2)c1,0.8,1.7,0.1,-2.0,-2.8,-1.8,i,3.5,9.1
O=C(CN1C(=O)C2CC=CCC2C1=O)Nc1ccc(F)cc1F (centres undefined),-0.2,-7.8,0.8,12.7,-0.2,-4.2,i,1.6,-5.2
Cc1oc(-c2ccc(Cl)cc2)nc1CS(=O)CC(=O)NCCN1CCCC1 (centres undefined),2.7,2.0,-0.1,6.0,2.8,-5.1,i,-4.0,-16.9
COCCNC(=O)Cn1cc(S(=O)(=O)N2CCN(c3ccccc3F)CC2)c2ccccc2c1=O,0.2,-2.1,1.3,4.6,2.1,0.8,i,1.9,0.7
CCO[C@@H]1OC(C(=O)NCc2nc3ccccc3[nH]2)=C[C@H](C2CC2)[C@H]1CCCO,-0.8,-0.8,-0.3,2.8,-5.5,-15.1,i,-5.2,-2.6
CCc1ccc(OCC(=O)N2CCN(c3ccccc3F)CC2)cc1,-0.2,-4.4,2.1,-5.9,9.7,11.5,i,0.2,0.0
CCC1(CC)NC(=O)NC1=O,-0.9,-0.4,-1.0,-6.4,1.9,-5.8,i,3.5,-3.7

# Molecules from the list above with a COOH group (2):
SMILES,MsrA inhibitor,MsrA act,Rin1-Abl PPI inh,eLon inh,CSN inh,FAS-TE inh,Rpn11 block,MT1-MMP act inh,PABP1 MLLE inh
Cc1ccc(OCC(=O)Nc2ccc(C(=O)Nc3ccccc3C(=O)O)cc2)cc1C,-0.2,-6.2,-2.0,-1.7,-3.5,8.1,i,2.0,0.9
Cc1cccc(OCC(=O)Nc2ccc(C(=O)Nc3ccccc3C(=O)O)cc2)c1,0.3,-2.2,-1.1,-17.0,0.1,17.2,i,0.6,14.3

# Complete entries from above:
# CCC1(CC)NC(=O)NC1=O is entered as MsrA inhibitor = -0.9; MsrA act = -0.4; Rin1-Abl PPI inh = -1.0; eLon inh = -6.4; CSN inh = 1.9; FAS-TE inh = -5.8; Rpn11 block = i; MT1-MMP act inh = 3.5; PABP1 MLLE inh = -3.7
# O=C(CC1CCCCC1)NCc1ccccc1Cl is entered as MsrA inhibitor = -1.1; MsrA act = 0.0; Rin1-Abl PPI inh = -3.2; eLon inh = 4.1; CSN inh = -1.2; FAS-TE inh = 2.0; Rpn11 block = i; MT1-MMP act inh = -2.8; PABP1 MLLE inh = -7.5

# Screening data as filed in PubChem BioAssay.
